Screening results as filed in PubChem.
DAGLB inh = blocks human DAGLB lipase activity; AID 504411; HEK293T DAGLB membrane lysate, EnzChek fluorogenic substrate; Q8NCG7; inhibition, % at 5.17 µM; 340,000 tested, 0.059% active; in the data active means inhibition above about 34%;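 further: 0% = enzyme with vehicle and 100% = wells lacking enzyme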
SR-BI uptake up = activators of SR-BI mediated HDL lipid uptake. CHO ldlA[mSR-BI] cells, DiI-HDL uptake fluorescence, 3 h; 100 = double the neutral-control signal. activation, % at 12.5 µM. 320,000 tested, 0.096% active. AID 504775;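 active means mean replicate activation of at least 60% and every replicate at or above 60%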;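 further: 0% = median plate neutral-control signal and 100% = twice that signal; values of inactives mirror those of a sister screen read the other way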
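Material: SR-BI-overexpressing, LDLR-lacking CHO cells; schedule: compound exposure 3 h, 37 °C; reagent: DiI-labelled HDL at 10 µg/mL final; technique: bottom-read fluorescence, 550/595 nm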
C-LANA FP = blocks KSHV LANA C-terminal domain binding to DNA; AID 504423; inhibition, % at 9 µM; 340,000 tested, 0.078% active; MBP-C-LANA/FAM-LBS DNA binding, fluorescence polarization;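 active means highest replicate inhibition at or above 60% at 9 µM, even if other replicates fall short; inactive means all replicates below 60% inhibition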;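 further: 0% = neutral control wells and 100% = 4 µM acridine orange control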
CAL PDZ FP-1 = inhibitors of human CAL PDZ peptide binding | Q9HD26 | purified CAL PDZ, TMR-peptide fluorescence polarization, 1 h | inhibition, % at 20 µM | 330,000 tested, 0.02% active | AID 504414;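 active means highest replicate inhibition of at least 40%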;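 further: plate controls were DMSO neutral control wells for no effect and unlabeled competitor peptide control wells for full effect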
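Material: tagged CAL PDZ protein CerCALP, purified; buffer or medium: sodium phosphate/NaCl buffer pH 7.4 with TCEP, IgG, Thesit; also added: fluorescent TMR peptide probe; schedule: 1 h incubation at room temperature before polarization reading; technique: fluorescence polarization from S- and P-plane intensities, G-factor corrected; control set: unlabelled peptide and DMSO controls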
PKA-R2B activ = PKA-R2B complex activation; PKA-R2B holoenzyme dissociation, Cy5-IP20 fluorescence polarization; R2B truncated from residue 108, S112A mutant; 0% DMSO only, 100% 113 µM cGMP; 340,000 tested, 0.079% active; P22694+P31323; activation, % at 11.4 µM;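 active means activation above a cutoff set at the mean over all compounds plus 3 SD, cut at about 18% in these data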;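 further: higher means more holoenzyme dissociation and a rise in polarization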
Target sequence (P31323 whole entry, looked up, other chains not shown, the tested form may be a part): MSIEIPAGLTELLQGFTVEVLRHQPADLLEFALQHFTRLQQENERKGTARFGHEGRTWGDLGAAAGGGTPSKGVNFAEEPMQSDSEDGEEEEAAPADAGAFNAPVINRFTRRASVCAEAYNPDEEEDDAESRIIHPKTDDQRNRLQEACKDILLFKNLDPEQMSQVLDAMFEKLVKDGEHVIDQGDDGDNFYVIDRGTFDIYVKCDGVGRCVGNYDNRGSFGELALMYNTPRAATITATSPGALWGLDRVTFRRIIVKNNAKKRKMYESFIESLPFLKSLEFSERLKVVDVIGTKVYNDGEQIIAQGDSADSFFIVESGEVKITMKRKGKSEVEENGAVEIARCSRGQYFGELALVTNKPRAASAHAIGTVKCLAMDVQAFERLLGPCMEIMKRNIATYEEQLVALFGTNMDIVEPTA
Rtt109 HAT inh = blocks Candida albicans Rtt109/Vps75 acetyltransferase activity. Q5AAJ8. purified Rtt109/Vps75, ThioGlo CoA-SH fluorescence, 4 h. inhibition, % at 34.9 µM. 330,000 tested, 0.16% active. AID 540336;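 active means inhibition of at least 50% in every replicate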
Target sequence (Q5AAJ8 whole entry, looked up): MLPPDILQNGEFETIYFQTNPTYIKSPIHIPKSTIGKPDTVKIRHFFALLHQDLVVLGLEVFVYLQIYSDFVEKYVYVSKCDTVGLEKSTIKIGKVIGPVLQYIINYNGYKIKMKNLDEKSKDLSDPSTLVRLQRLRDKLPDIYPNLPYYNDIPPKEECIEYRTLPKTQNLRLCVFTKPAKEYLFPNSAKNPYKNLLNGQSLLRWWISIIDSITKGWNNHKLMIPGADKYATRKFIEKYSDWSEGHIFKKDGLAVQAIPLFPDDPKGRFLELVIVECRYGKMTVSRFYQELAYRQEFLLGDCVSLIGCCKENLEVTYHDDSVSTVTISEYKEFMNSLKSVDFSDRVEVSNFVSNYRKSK
Keap1-Nrf2 PPI = inhibitors of human Keap1-Nrf2 protein-protein interaction. Q14145. Keap1 Kelch-Nrf2 peptide fluorescence polarization, 1536-well. inhibition, % at 9.4 µM. 340,000 tested, 0.15% active. AID 504523; in the data active means inhibition above about 12%;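 further: human Keap1 Kelch domain with fluorescein labeled Nrf2 9mer peptide probe; 0% = neutral control wells and 100% = peptide positive control; higher means more block of Keap1 binding to Nrf2 peptide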
CAL PDZ FP-2 = CAL PDZ (human) peptide binding inhibition; Q9HD26; purified CAL PDZ, TMR-peptide fluorescence polarization, 1 h; inhibition, % at 24.9 µM; 300,000 tested, 0.92% active; AID 602252;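 active means mean inhibition of at least 30% with at least half of replicates also reaching 30%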;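 further: 0% = DMSO neutral control and 100% = excess unlabeled competitor peptide PRC23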
cardiac RTF act = cardiac RTF calcium sensitization. IANBD-labeled TnC RTF fluorescence at EC20 calcium; 0% EC20 calcium, 100% full calcium. activation, % at 7.2 µM. 340,000 tested, 0.24% active. AID 493008;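 active means activation above the mean over all tested compounds plus 3 SD, cut at about 30% in these data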;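 further: rise in fluorescence read as greater calcium sensitivity of cardiac thin filaments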
Cardiac RTF inh = cardiac RTF calcium desensitization. P19429+P45379. IANBD-labeled cardiac RTF, Ca2+ fluorescence. inhibition, % at 7.15 µM. 340,000 tested, 0.12% active. AID 493244;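 active means inhibition above the mean inhibition of all tested compounds plus 3 SD, cut at about 17% in these data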;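 further: assay run at fixed EC70 calcium of 1.6 mM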
* = called active by the depositor; · = no result given.

SMILES	DAGLB inh	SR-BI uptake up	C-LANA FP	CAL PDZ FP-1	PKA-R2B activ	Rtt109 HAT inh	Keap1-Nrf2 PPI	CAL PDZ FP-2	cardiac RTF act	Cardiac RTF inh
COc1ccc(OC)c(Nc2cc(C)nc3nc(C)nn23)c1	0	-8	-2.1	-1.0	-1	11	-3	·	4	0
COc1ccc2[nH]cc(C(=O)CN3CCN(C(=O)c4ccco4)CC3)c2c1	2	27	-1.2	-0.7	-7	4	-5	-3	-1	4
COc1ccc(NC(=O)c2[nH]c(C)c(C(C)=O)c2C)cc1Cl	0	-75	-0.2	-4.7	1	7	-1	0	2	-10
COCCN(C(=O)CCSc1ccc(F)cc1)c1c(N)n(Cc2ccccc2)c(=O)[nH]c1=O	-1	-5	-0.4	-0.1	5	10	-4	-1	1	-10
COc1cccc(C2=NO[C@@H]3C(=O)N(c4ccc5c(c4)OCCO5)C(=O)[C@H]23)c1OC	-5	1	0.2	-0.1	4	-6	-9	·	5	0
COc1ccc(NC(=S)N2CCc3ccccc32)cc1OC	0	-13	-0.8	0.1	-3	-8	-2	-3	4	-1
CC(C)(C)Sc1nc(O)cc(=O)[nH]1	2	·	-1.2	-1.3	7	-14	-1	-3	1	-1
O=C1/C(=C/c2ccc([N+](=O)[O-])cc2)CCC1C1CCCC1 (centres undefined)	-11	0	-0.9	-1.1	-1	3	-8	9	-10	1
C=CCC(=O)N1CCC(n2nccc2NC(=O)CCOc2ccccc2)CC1	-2	25	-1.8	-0.3	2	7	3	2	-1	1
C[C@@H]1CN([C@H](C)CO)C(=O)Cc2cc(NC(=O)CCC(F)(F)F)ccc2O[C@@H]1CN(C)S(=O)(=O)c1ccccc1	0	-14	-1.7	-1.2	0	11	0	-5	-2	-5
Cc1nn2c(-c3ccc(Cl)cc3)nnc2s1	-1	6	-0.3	-1.7	4	2	2	·	-3	-2
O=C(Nc1ccc(S(=O)(=O)Nc2ncccn2)cc1)c1ccccc1Cl	0	17	-3.4	0.0	-7	-14	-4	0	1	-7
COc1ccccc1Oc1coc2cc(OC(=O)N3CCOCC3)ccc2c1=O	-1	6	0.8	102*	9	4	3	-2	-7	-2
CN(C(=O)CSc1nnc(-c2c[nH]c3ccccc23)n1C1CC1)C1CCS(=O)(=O)C1 (centres undefined)	2	13	-0.9	-0.1	-8	-6	3	0	6	-1
CCS(=O)(=O)N1Cc2ccccc2CC1C(=O)N(C)CC(=O)Nc1ccc(F)c(F)c1F (centres undefined)	-4	13	0.0	-0.4	-2	0	1	-2	3	11
CCOC(=O)c1cc(-c2ccco2)nc2c1c(C)nn2-c1cccc(Cl)c1	5	·	4.4	3.8	-3	-2	-1	-2	3	-1
COC(=O)Nc1c(C)n(C)n(-c2ccccc2)c1=O	0	4	-1.0	-1.5	-5	29	-4	-2	-3	4
O=C(NNc1cccc(Cl)n1)Nc1ccc(F)cc1	-2	27	1.6	-1.5	0	-17	0	1	0	-4
CC(C)(C)NNC(=S)Nc1ccc(S(=O)(=O)N2CCOCC2)cc1	-3	7	0.7	0.5	-17	-5	-3	0	-2	-2
Cc1nnc(NC(=O)CCC(=O)N2CCC(C)CC2)s1	-1	28	0.7	-0.6	-10	-4	0	-3	4	-7

Entries listed so far marked active in CAL PDZ FP-1.
Structure	DAGLB inh	SR-BI uptake up	C-LANA FP	CAL PDZ FP-1	PKA-R2B activ	Rtt109 HAT inh	Keap1-Nrf2 PPI	CAL PDZ FP-2
COc1ccccc1Oc1coc2cc(OC(=O)N3CCOCC3)ccc2c1=O	-1	6	0.8	102*	9	4	3	-2

Following part.
SMILES	DAGLB inh	SR-BI uptake up	C-LANA FP	CAL PDZ FP-1	PKA-R2B activ	Rtt109 HAT inh	Keap1-Nrf2 PPI	CAL PDZ FP-2	cardiac RTF act	Cardiac RTF inh
Cc1ccc(C(=O)NC(=S)N(C)C2CCCCC2)cc1Br	-3	1	-2.8	-0.9	-6	5	3	-4	4	-3
CNC(=S)N/N=C/c1ccccc1Cl	1	10	0.4	-1.8	1	5	-2	-2	-8	-2
COc1ccc(N(CC(=O)Nc2cc(OC)cc(OC)c2)S(=O)(=O)c2c(C)n[nH]c2C)cc1	-3	-7	-0.8	-2.9	-15	27	-2	-1	3	-4
COc1ccccc1CN1C(=O)CCC1(C)C(=O)NCc1cccnc1 (centres undefined)	-2	34	1.0	-0.6	-14	2	2	-2	-1	0
CCc1ccc(-c2nc(CN3CCCC(C(=O)NCCc4ccc(OC)c(OC)c4)C3)c(C)o2)cc1 (centres undefined)	2	-41	2.8	-1.0	2	-5	-2	0	-1	-2
COCC(=O)Nc1ccc([N+](=O)[O-])cc1C	-2	11	3.3	0.3	-3	3	-2	5	2	-8
C=CCN(C(C)=O)C1CC(=O)N(c2ccc(OCCC)cc2)C1=O (centres undefined)	2	13	0.4	-0.3	-2	3	-2	·	-3	-5
COc1ccc(NC(=O)Nc2cc(C)ccn2)cc1	1	-13	-0.9	-1.2	-3	-4	0	-5	-5	1
N#Cc1cc([N+](=O)[O-])ccc1NCCc1ccccn1	-1	-15	1.0	-0.7	0	-1	1	-1	-11	6
COc1cc(-c2nc3cc(C)ccn3c2NC2CCCCC2)ccc1-c1ccc(C(C)=O)cc1	-2	-38	9.2	-0.3	2	3	8	-8	-2	0
O=C(C1CCCCN1S(=O)(=O)c1ccccc1[N+](=O)[O-])N1CCCC1 (centres undefined)	0	11	2.1	-0.5	2	·	-6	-2	7	-8
COc1ccccc1NC(=O)CSc1nnc(Cc2cccs2)n1C	1	10	0.6	-2.6	3	-2	-2	-3	4	-2
O=C(CSc1nnc(-c2ccco2)n1CC1CCCO1)c1ccccc1 (centres undefined)	-2	-8	-0.2	0.5	-4	-6	3	·	2	-1
Cc1cc(F)c(F)c(C(=O)N2CCC(C)CC2)c1Cl	0	1	-2.0	-1.5	-6	2	-1	-7	1	-23
Cc1ccc(S(=O)(=O)/N=C/c2cc(Br)ccc2O)cc1	-2	·	-0.4	-1.5	-17	8	-1	7	-4	-9
COC(=O)c1sc(NC(=O)c2ccoc2C)nc1C	-5	-20	0.6	-0.9	-2	0	0	-3	3	-5
CCOC(=O)CN(C(=O)CN1CCOCC1)c1ccc(Br)cc1	-1	9	0.1	-0.1	-1	-5	0	·	-1	-3
CCOC(=O)N1CCN(C(=O)C2CCN(S(=O)(=O)c3ccc(Br)s3)CC2)CC1	-1	-8	-1.2	0.7	6	-10	0	0	2	-2
O=C(Nc1cc(Br)ccc1O)c1cc(-c2ccc3c(c2)OCO3)on1	-2	10	-0.2	-0.5	-9	2	2	-3	-4	7
COc1ccc(-c2nc(C)c(C(C)=O)n2O)cc1	-2	7	0.2	-0.9	1	-2	2	-3	-5	-4

Full records as entered above:
`COc1ccc(-c2nc(C)c(C(C)=O)n2O)cc1` reads DAGLB inh: -2; SR-BI uptake up: 7; C-LANA FP: 0.2; CAL PDZ FP-1: -0.9; PKA-R2B activ: 1; Rtt109 HAT inh: -2; Keap1-Nrf2 PPI: 2; CAL PDZ FP-2: -3; cardiac RTF act: -5; Cardiac RTF inh: -4
`COc1ccc(NC(=O)Nc2cc(C)ccn2)cc1` reads DAGLB inh: 1; SR-BI uptake up: -13; C-LANA FP: -0.9; CAL PDZ FP-1: -1.2; PKA-R2B activ: -3; Rtt109 HAT inh: -4; Keap1-Nrf2 PPI: 0; CAL PDZ FP-2: -5; cardiac RTF act: -5; Cardiac RTF inh: 1

Next part:
SMILES	DAGLB inh	SR-BI uptake up	C-LANA FP	CAL PDZ FP-1	PKA-R2B activ	Rtt109 HAT inh	Keap1-Nrf2 PPI	CAL PDZ FP-2	cardiac RTF act	Cardiac RTF inh
CCOC(=O)N1CCN(C(=O)CCN2C(=O)COc3ccccc32)CC1	3	-4	-0.1	-0.2	-10	-3	4	4	-5	3
Cc1ccc(C2(C)NC(=O)N(CC(=O)N3CCN(S(=O)(=O)c4ccccc4[N+](=O)[O-])CC3)C2=O)cc1 (centres undefined)	-1	-1	2.0	-0.4	-6	-2	-1	-8	2	-9
N/C(Cc1cccs1)=N\OC(=O)COc1ccccc1	-6	4	4.3	0.8	7	-4	0	-2	-3	0
COc1ccc(NC2CCCN(C(=O)CCc3ccncc3)C2)cc1OC (centres undefined)	0	8	0.8	-1.5	9	3	-4	-5	6	-6
COC(=O)[C@@]1(Cc2ccccc2)[C@@H]2C(=CC(=O)[C@H]2CC(=O)C(=O)N(C)C)CN1C(=O)c1ccccc1	3	-28	-0.2	-0.2	2	-6	-32	20	7	-4
CC1CCC(NC(=O)c2ccc(N3CCCC3=O)cc2)CC1 (centres undefined)	3	13	1.0	-2.7	-7	2	-4	·	2	-4

Entries above with a thiophene ring, fused or not, in the order listed:
SMILES	DAGLB inh	SR-BI uptake up	C-LANA FP	CAL PDZ FP-1	PKA-R2B activ	Rtt109 HAT inh	Keap1-Nrf2 PPI	CAL PDZ FP-2	cardiac RTF act	Cardiac RTF inh
COc1ccccc1NC(=O)CSc1nnc(Cc2cccs2)n1C	1	10	0.6	-2.6	3	-2	-2	-3	4	-2
CCOC(=O)N1CCN(C(=O)C2CCN(S(=O)(=O)c3ccc(Br)s3)CC2)CC1	-1	-8	-1.2	0.7	6	-10	0	0	2	-2
N/C(Cc1cccs1)=N\OC(=O)COc1ccccc1	-6	4	4.3	0.8	7	-4	0	-2	-3	0
